Assay outcomes as filed in PubChem BioAssay.
TbREL1 inh: TbREL1 inhibition, primary screen; P86926; TbREL1 RNA ligation, FRET fluorescence; inhibition, % at 9.66 µM; hit rate 0.49% among 89,000;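 active = inhibition above the mean inhibition across all screened compounds plus 3 SD, cut at about 11% in these data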;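 also: 0% = plate median of test wells and 100% = NSC42067 control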
Target sequence (P86926 whole entry, looked up): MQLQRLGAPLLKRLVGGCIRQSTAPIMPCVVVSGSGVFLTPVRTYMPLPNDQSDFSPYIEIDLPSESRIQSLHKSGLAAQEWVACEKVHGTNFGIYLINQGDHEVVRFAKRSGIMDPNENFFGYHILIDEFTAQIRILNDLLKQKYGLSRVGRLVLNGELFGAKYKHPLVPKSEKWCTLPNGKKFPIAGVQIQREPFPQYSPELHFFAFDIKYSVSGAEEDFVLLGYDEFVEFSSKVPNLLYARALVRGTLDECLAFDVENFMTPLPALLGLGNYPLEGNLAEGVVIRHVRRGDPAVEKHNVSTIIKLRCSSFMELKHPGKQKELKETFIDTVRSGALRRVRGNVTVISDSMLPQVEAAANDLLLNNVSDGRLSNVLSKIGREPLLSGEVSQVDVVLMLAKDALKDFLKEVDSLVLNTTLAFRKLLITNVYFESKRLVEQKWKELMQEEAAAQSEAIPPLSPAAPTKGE
Starred values were filed as active, the others as inactive. Only part of the results is shown; rates above refer to the full screens.

molecule | TbREL1 inh
COC(=O)c1cc(-c2ccc(F)cc2OCc2ccccc2)c(=O)n2c1CCC2 | -3
O=C(NCCCN1CCOCC1)C1CCN(S(=O)(=O)c2ccccc2)CC1 | 0
COc1cccc(OC)c1NC(=O)OC1CCC12CCC(c1ccccc1)CC2 (stereo unspecified) | 5
Cc1ccc2nc(-c3ccccn3)cc(C(=O)NC3CCN(C)CC3)c2c1 | 2
COc1ccc(-n2c(SCC(=O)Nc3ccc(S(=O)(=O)Nc4nccs4)cc3)nnc2-c2ccccc2)cc1 | 0
CCOC(=O)N1CCN(C(=O)C2CCN(C(=O)c3ccc([N+](=O)[O-])cc3)CC2)CC1 | 2
O=C(COC(=O)c1ccc(O)cc1)Nc1cc(S(=O)(=O)N2CCOCC2)ccc1N1CCOCC1 | -1
COC(=O)[C@H](Cc1ccc(O)cc1)NC(=O)Cn1cnc2c(OCc3ccccc3)ncnc21 | -2
COCC(C)OC(=O)c1c(N)n(CC(C)C)c2nc3ccccc3nc12 (stereo unspecified) | 6
COc1ccc(S(=O)(=O)N2CCN(C)CC2)cc1NC(=O)c1ccccc1 | 6
O=C(NCCC1=CCCCC1)c1ccc(Cl)c([N+](=O)[O-])c1 | 1
COc1cc(NC(=O)C2=CC(c3ccc(C)cc3)=NS(=O)(=O)N2C)cc(OC)c1OC | -4
O=c1[nH]cnc(O)c1Nc1cccc(Cl)c1 | -4
O=C(NC(NC(=S)Nc1c(Cl)cccc1Cl)C(Cl)(Cl)Cl)c1cccc([N+](=O)[O-])c1 (stereo unspecified) | 0
CC/C(=N\NC(=O)C1CCCC1)c1cccc(Br)c1 | -2
O=C1N/C(=N\c2ccccn2)SC1Cc1ccccc1Cl (stereo unspecified) | 0
COC(=O)c1ccc2[nH]ccc2c1 | -1
Cc1ccc2oc3nc(C)c(C(=O)O)cc3c(=O)c2c1 | 2
CCNC(=O)CC1C(=O)N(c2ccc(F)cc2)C(=O)N1Cc1cccs1 (stereo unspecified) | -2
CN(Cc1cccnc1)C(=O)c1cc(COc2ccc3c(c2)CCCC3)on1 | 0
CN(C)CC(O)COc1cc2ccccc2cc1C(=O)N1CCCCC1 (stereo unspecified) | -2
O=C(Cc1ccc(S(=O)(=O)N2CCOCC2)s1)Nc1cc(Cl)ccc1Cl | 1
C=CCNC(=O)O/N=C/c1csc([N+](=O)[O-])c1 | 4
O=c1c(Cc2ccc(F)cc2)c(O)ccn1CCCN1CCOCC1 | 0
O=C(O)CC(CNS(=O)(=O)c1ccccc1)c1ccccc1 (stereo unspecified) | 0

Next part, overlapping the part above by five compounds.
molecule | TbREL1 inh
CN(C)CC(O)COc1cc2ccccc2cc1C(=O)N1CCCCC1 (stereo unspecified) | -2
O=C(Cc1ccc(S(=O)(=O)N2CCOCC2)s1)Nc1cc(Cl)ccc1Cl | 1
C=CCNC(=O)O/N=C/c1csc([N+](=O)[O-])c1 | 4
O=c1c(Cc2ccc(F)cc2)c(O)ccn1CCCN1CCOCC1 | 0
O=C(O)CC(CNS(=O)(=O)c1ccccc1)c1ccccc1 (stereo unspecified) | 0
OCCC1CN(Cc2cccn2-c2ncccn2)CCN1Cc1ccccc1 (stereo unspecified) | 1
Cc1cn([C@H]2C[C@H](O)[C@@H](/C=C/C(=O)NCc3ccco3)O2)c(=O)[nH]c1=O | 0
COc1cccc(N(CC(=O)N2CCCCCC2)S(C)(=O)=O)c1 | 3
O=C(Nc1ccc(F)cc1)OCc1cn(Cc2cccc(F)c2)nn1 | 0
COc1ccc(NC(=O)N(CCC(C)C)C(C)c2ccccn2)c(OC)c1 (stereo unspecified) | -5
Cc1ccc(CCSc2ccc(F)cc2)cn1 | 2
Cc1nc([N+](=O)[O-])cn1CCC#N | 4
CCN(CC(=O)Nc1ccccc1C(F)(F)F)C(=O)CCS(=O)(=O)c1ccc(C)cc1 | 1
CCSc1sccc1C1C(C#N)=C(N)N(c2cccnc2)C2=C1C(=O)CC(C)(C)C2 (stereo unspecified) | -4
COCCNC(=O)CN1C(=O)c2cccc3cccc1c23 | 0
CCOC(=O)NC(NC(=O)OCC)C(=O)c1ccc(F)cc1 | 5
COCCOC(=O)C1=C(C)NC(=S)NC1c1cccs1 (stereo unspecified) | -5
c1cnc(-c2noc(CN3CCN(C4CCCC4)CC3)n2)cn1 | 6
CC(=O)Nc1ccc(S(=O)(=O)Nc2cccc3cccnc23)cc1 | 0
CC(=O)N(CC(=O)Nc1nn(-c2ccccc2)nc1C(N)=O)Cc1ccccc1 | 0
Cc1nc2ccccc2c2oc(C(=O)N3CCN(c4ccc([N+](=O)[O-])cc4)CC3)cc12 | 7
CC1CCN(S(=O)(=O)c2ccc(NC(=O)CSc3nnnn3C)cc2)CC1 | -2
O=C(O)C1CCC(=O)N1C1CCCC1 (stereo unspecified) | -1
COc1cccc(-c2cc(C(=O)N3CCN(C(=O)c4ccco4)CC3)on2)c1 | -3
COc1ccc(Cl)cc1C(=O)NNC(=O)c1nc2nc(C)cc(C)n2n1 | 1
Cc1ccc(CNC(=O)CCC(=O)Nc2nnc(C(C)C)s2)cc1 | 0
Cc1ccc(NC(=O)COc2coc(CN3CCN(Cc4ccccc4)CC3)cc2=O)cc1 | -3
CCCOP(=O)(c1ccc(N(C)C)cc1)C(O)c1cccnc1 (stereo unspecified) | -1
C[C@H]1CN([C@@H](C)CO)C(=O)CCCn2cc(nn2)CO[C@@H]1CN(C)C(=O)Oc1ccccc1 | 2
COC(=O)[C@@]12CCCCN1[C@H](c1ccc(-c3cccc(Cl)c3)cc1)[C@@H]1C(=O)N(C)C(=O)[C@@H]12 | -1
Cn1c(CCc2ccccc2)nnc1SCC(=O)N1CCCC1 | 2
Cc1occc1C(=O)NNC(=S)NCc1ccc(Cl)cc1 | 5
O=C(Nc1ccccc1Cl)N(Cc1nc2ccccc2c(=O)[nH]1)Cc1cccs1 | -2
CN(Cc1ccccc1Cl)C(=O)c1cc2ccccc2o1 | 2
CN(Cc1ccccc1)C(=O)c1ccc(NC(=O)Cc2cccc(NC(=O)C3CCN(C(=O)C4CCCC4)CC3)c2)cc1 | -1
NC(=O)NC(=O)CC1S/C(=N/N=C/c2ccccc2)NC1=O (stereo unspecified) | 8
Oc1cccc(-c2sc3ccccc3c2-c2ccc(OCCN3CCCCC3)cc2)c1 | 4
NC(=O)CSc1nnc(-c2ccc(S(=O)(=O)N3CCOCC3)cc2)n1CC1CCCO1 (stereo unspecified) | -1
CCOc1ccc(S(=O)(=O)Nc2cc(S(=O)(=O)N3CCOCC3)ccc2OC)cc1 | -2
O=C(N/N=C1/CC2C=CCC12)c1cccs1 (stereo unspecified) | 2
COc1cc(OC)cc(OC(=O)C2CCN(C(=O)c3ccc(Cl)cc3)CC2)c1 | 2
[N-]=[N+]=N[C@@H](CCN1CC[C@H](O)CCC1=O)c1ccccc1 | 0
COc1ccc([C@H]2CC(=O)C=C(c3cc(C=O)ccc3OC)C2)cc1OC | -3
C/C(=N\N=C1\NC(=O)CS1)c1cccs1 | 1
O=C(Nc1nccs1)c1cn2ccccc2n1 | 0
Cc1cc(OCc2cccc(S(=O)(=O)N3CCOCC3)c2)ccc1Cl | 1
CCCNC(=O)c1ccc(OC)cc1OC | 1
CC(=O)Nc1ccc(NC(=O)c2sc(-c3ccccc3)nc2C)cc1 | 1
CCC(C)c1ccc(NC(=O)c2cnn3c(C(F)F)cc(C)nc23)cc1 (stereo unspecified) | -3
CCOCC(=O)Nc1ccc(S(=O)(=O)N2CCC(c3nc4ccccc4[nH]3)CC2)cc1 | -1
CCOC(=O)N/N=C/C(Cl)=C/c1ccccc1 | 0
CC1CC(C)(C)NCCNC(C)CC(C)(C)NCCN1 (stereo unspecified) | -1
COC(=O)c1cc2sc(Cl)cc2n1CC(=O)Nc1ccc(OC)c(OC)c1OC | -1
CC(=O)c1c(C)[nH]c(C(=O)OCC(=O)c2ccc(Br)cc2)c1C | 0
CCOC(=O)c1ccccc1NC(=O)CSc1nc2ccncc2[nH]1 | 3

Going on with the list:
molecule | TbREL1 inh
O=C(NCCCN1CCCC1=O)c1cc2c(s1)CCCCC2 | -1
O=C(Nc1ccc(Cl)c(S(=O)(=O)N2CCOCC2)c1)c1n[nH]c(=O)c2ccccc12 | 0
O=C(N/N=C/c1cccc([N+](=O)[O-])c1)c1cccc2cc[nH]c12 | 1
COc1ccc(-c2cc(C(=O)NCc3ccc(C(F)(F)F)cc3)[nH]n2)c(C)c1 | 0
O=C(NC(=S)Nc1ccc(Cc2ccncc2)cc1)c1ccccc1Cl | -1
CC(=O)N1CCCC(c2cc(C(=O)Nc3ccccc3)no2)C1 (stereo unspecified) | -2
Cc1nn(Cc2ccccc2)c(C)c1C(=O)N1CCN(CC(=O)Nc2ccc(F)cc2)CC1 | -6
Nc1c(S(=O)(=O)c2cccc(Cl)c2)c2nc3ccccc3nc2n1CCN1CCOCC1 | -2
Cn1cc(Cl)c(C(=O)OCC(=O)Nc2ccccc2)n1 | -2
CC(=O)Oc1ccc(/C=c2\sc3ncnn3c2=O)cc1 | 5
Nc1c2c(nc3ccccc13)N(c1ccccc1)CC2 | -1
CCN(C(=O)COC(=O)c1ccc(Sc2ncn[nH]2)c([N+](=O)[O-])c1)c1ccccc1 | -2
COc1ccc(C(=O)N[C@H]2CC[C@@]34CCCN3C(=O)CCC[C@H]4[C@H]2C)cc1 | 5
C[C@H]1COC(=O)[C@@H](Cc2ccc(F)cc2)CC/C=C/C[C@@H](CC(=O)N(CCO)Cc2ccccc2)C(=O)N1 | -1
CCc1cccc(CC)c1NC(=O)CSc1nc2ccc(N3C(=O)C4C(C3=O)[C@H]3C=C[C@@H]4C3)cc2s1 (stereo partly specified) | -6
CCc1nc2c(OCc3ccc(OC)cc3)cccn2c1N(C)C(=O)c1ccncc1 | -4
COC(=O)c1ccc(COc2ccc(C=O)cc2OC)o1 | -1
CC(=O)c1ccc(Nc2ccc(-c3ccccc3F)nn2)cc1 | 13*
O=[N+]([O-])c1ccc(/C=C2\CCC(C3=CCCC3)=C2N2CCOCC2)cc1 | 4
CC(=O)N(C)c1ccc(NS(=O)(=O)c2cc(Cl)ccc2Cl)cc1 | 6
Cc1ccc(N2C(=O)N(CC(=O)Nc3cc(Cl)ccc3C)C(=O)C2C)cc1 (stereo unspecified) | 6
CSc1nc2c(c(=O)n1-c1ccc(C)cc1)SCC2 | -4
COc1cc(OC)c(S(=O)(=O)Nc2ccc(C(=O)O)cc2)cc1S(=O)(=O)Nc1ccc(C(=O)O)cc1 | 6
COc1cc(NC(=O)C2CCN(c3nnc(-n4cccc4)s3)CC2)cc(OC)c1 | -3
CCCOC(=O)c1c(NC(=O)CCCn2nc([N+](=O)[O-])c(Cl)c2C)sc(C(=O)OC)c1C | 8

Brought forward from above: three entries, then new ones.
smiles	TbREL1 inh
COc1cc(OC)c(S(=O)(=O)Nc2ccc(C(=O)O)cc2)cc1S(=O)(=O)Nc1ccc(C(=O)O)cc1	6
COc1cc(NC(=O)C2CCN(c3nnc(-n4cccc4)s3)CC2)cc(OC)c1	-3
CCCOC(=O)c1c(NC(=O)CCCn2nc([N+](=O)[O-])c(Cl)c2C)sc(C(=O)OC)c1C	8
COc1ccc(-c2cc(C(F)(F)F)nc(SCCC(=O)N3CCN(C)CC3)n2)cc1	9
CCOC(=O)C1=CN(Cc2cccc(F)c2)S(=O)(=O)N(CC)C1CCc1ccccc1 (stereo unspecified)	1
COc1cc(C(=O)Nc2ccc(S(=O)(=O)Nc3nccc(C)n3)cc2)c([N+](=O)[O-])cc1OC	2
COc1ccc(CN(CC(=O)NCc2ccco2)C(=O)CCC(=O)Nc2nccs2)cc1	-6
O=C(C1CC(=O)N(c2ccc3c(c2)OCCO3)C1)N1CCN(S(=O)(=O)c2ccccc2F)CC1 (stereo unspecified)	1
Cc1c(O)ccc2c(CN3CCN(Cc4ccccc4)CC3)cc(=O)oc12	-4
CC(=O)NCC(=O)OC(C)C(=O)Nc1ccc(C(C)=O)cc1 (stereo unspecified)	2
CCOC(=O)CN(C(=O)COc1nc(C)cc(C)c1C#N)c1ccc(Cl)cc1	-1
Cc1ccc(-c2ccc(S(=O)(=O)Nc3cccnc3)cc2)cc1	2
Cc1ccc(S(=O)(=O)CCC(=O)OCC(=O)N2CC(=O)Nc3ccccc32)cc1	1
Cc1ccc(OCCn2c(=S)[nH]c3c(N)ncnc32)cc1	-3
O=C(O)c1cccc(N2C(=O)c3cccc4c(Cl)ccc(c34)C2=O)c1	3
CC(C)c1c(O)cc(-c2ccncc2)n(-c2ccc(Cl)cc2)c1=O	-4
Cc1cc(C)nc(Nc2n[nH]c(COc3ccc4ccccc4c3)n2)n1	3
Nc1nonc1C(=O)NCCNc1ccc([N+](=O)[O-])cc1	4

Reformatted: entries from further up.
Cc1ccc(OCCn2c(=S)[nH]c3c(N)ncnc32)cc1
  TbREL1 inh: -3

Nc1nonc1C(=O)NCCNc1ccc([N+](=O)[O-])cc1
  TbREL1 inh: 4

COc1ccc(CN(CC(=O)NCc2ccco2)C(=O)CCC(=O)Nc2nccs2)cc1
  TbREL1 inh: -6

Cc1c(O)ccc2c(CN3CCN(Cc4ccccc4)CC3)cc(=O)oc12
  TbREL1 inh: -4

Later entries:
smiles	TbREL1 inh
CCCCNC(=O)C1CCCN(S(=O)(=O)c2ccc(-n3cnnn3)cc2)C1 (stereo unspecified)	5
Cc1cccc(Oc2c(C=O)c3ccccc3n2C)c1	3
O=c1c(-c2ccco2)[n+]([O-])c2ccccc2n1OCc1ccccc1	1
Cc1ccccc1Cn1cc(COC(=O)N2CCOCC2)nn1	1
CCOC(=O)C1CCCN(C(=O)c2cc3cc(Br)ccc3oc2=O)C1 (stereo unspecified)	2
Cc1cc(=O)oc2c1c(C)nn2-c1nn[nH]n1	-2
CC(NC(=O)c1cc2c(s1)CCCC2)C(C)(C)C (stereo unspecified)	3
O=C(Cc1ccccc1[N+](=O)[O-])OCC(=O)N1CCN(c2ccccc2)CC1	1
CCOc1ccc(CSC(=N)N)cc1[N+](=O)[O-]	3
CCOC(=O)N1CCN(C(=O)CSc2nc3c([nH]c4ccccc43)c(=O)n2CCOC)CC1	-2
Cc1sc(NC(=O)CCl)c(C(=O)c2ccccc2)c1C	-1
